M1AAP inhibition: malaria alanyl aminopeptidase activity blockers – biochemical, fluorogenic H-Leu-NHMec substrate, 1536-well (AID 1445); recombinant M1AAP, H-Leu-NHMec fluorogenic kinetic assay; higher % means a stronger effect; one-dose inhibition, % at 30 µM; IC50 in µM for titrated hits; 0.42% of 220,000 active;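 active = primary inhibition above the hit cutoff, then over 50% inhibition at one or more dose response concentrations, cut at about 23% in these data, passing the limit was not always enough; inconclusive = conflicting primary data, or primary hits not chosen for dose response; inactive = low primary inhibition, or under 50% at every dose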;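 note: plate controls were DMSO full reaction for no effect and no enzyme background for full effect; strong numbers were not always called active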
RSV CPE inhibition: inhibition of RSV-induced cytopathic effect – HEp-2 cells, primary 10 µM value included (AID 2391); HEp-2 cells, RSV-induced CPE inhibition; higher % means a stronger effect; CPE inhibition, % at 10 µM, or IC50 in µM where a hit was titrated; 0.13% of 310,000 active; in the data active = a potency from the dose series; inconclusive = CPE inhibition mostly from about 23% at the one dose, without a potency; inactive = the rest, 99 in 100 with CPE inhibition below about 21%; note: strong numbers were not always called active
K1F lysis inhibition: inhibition of K1F phage lysis, E. coli UTI89, bacterial capsule biogenesis inhibitors, alamar blue (AID 488966). E. coli UTI89 K1F phage lysis, alamar blue, 2 h; higher % means a stronger effect. one-dose inhibition, % at 100 µM; IC50 in µM for titrated hits. 0.02% of 340,000 active;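 active = phage lysis inhibition, versus mean bacterial control, above a set limit; inconclusive = no clear call, values can overlap the other calls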;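 note: capsule biogenesis inhibitors block K1F phage lysis so surviving cells raise fluorescence; higher fluorescence means more inhibition of phage lysis; actives were called in the ten point dose series up to 300 µM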
P. falciparum M17LAP: P. falciparum M17LAP inhibitors, primary screen, biochemical, fluorogenic H-Leu-NHMec substrate, 1536-well (AID 1619); recombinant M17LAP, H-Leu-NHMec fluorogenic kinetic assay; higher % means a stronger effect; inhibition, % at 30 µM, or IC50 in µM where a hit was titrated; 0.38% of 220,000 active;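 active = compound inhibiting the enzyme by more than half at any dose during confirmatory dose-response retesting; inconclusive = strong single-dose inhibitors picked by rank but not retested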;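 note: plate controls were full reaction with DMSO carrier for no effect and no enzyme background for full effect; strong numbers were not always called active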
TNAP activators: human TNAP enzyme activators, primary screen, biochemical, luminescent, no phosphate acceptor, uHTS (AID 1001); purified TNAP, luminescent activation assay, no phosphate acceptor; higher activation fold means a stronger effect; activation fold at 20 µM; hits with a dose series show EC50 in µM; 0.03% of 200,000 active; in the data active = activation fold from about 3, or a potency from the dose series; inactive = the rest, 99 in 100 with activation fold below about 1.6; note: many of its hits are not listed in these tables
West Nile virus CPE: West Nile virus antiviral activity, cell-based, CPE readout (AID 1621). West Nile virus-infected cells, CPE inhibition; higher % means a stronger effect. 0.02% of 290,000 active. CPE inhibition, % at 10 µM; hits with a dose series show IC50 in µM; in the data active = a potency from the dose series; inconclusive = CPE inhibition mostly from about 3.7% at the one dose, without a potency; inactive = the rest, 99 in 100 with CPE inhibition below about 2.2%; note: strong numbers were not always called active
PMI inhibition: MPI inhibition at elevated mannose 6-phosphate – biochemical, fluorescence intensity, high mannose 6-phosphate, primary screen (AID 1220). recombinant PMI enzyme, coupled fluorescence intensity; higher % means a stronger effect. inhibition, % at 20 µM; hits with a dose series show IC50 in µM. 0.66% of 190,000 active
PMI inhibitors: inhibitors of human PMI, primary screen, biochemical, fluorescence intensity, coupled assay (AID 1209); purified PMI enzyme, coupled fluorescence intensity; higher % means a stronger effect; inhibition, % at 20 µM; hits with a dose series show IC50 in µM; 0.42% of 190,000 active;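 note: plate controls were DMSO vehicle for no effect and wells lacking substrate for full effect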
T cell HTS: modulates CD8 T cell binding to vesicles. 0.068% of 330,000 active. 2C CD8+ T cell-vesicle binding, flow cytometry; stronger effect = lower value. calls only at 7 µM. AID 2052;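 active = response, share of CD8 T cells binding vesicles, and their 90th percentile fluorescence all below set limits, cut at about 80% in these data, passing the limit was not always enough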
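Read-out – percent CD8+ FL2 mean versus row control · System – murine 2C transgenic CD8+ T lymphocytes · Times – 1.5 h cell–vesicle binding at 37 °C, then 20 min icy labelling · Control set – naked vesicles low, QL9 vesicles with vehicle high · Detection – cytometric PE anti-B7-1 and Alexa647 anti-CD8 signals after 1% paraformaldehyde fixation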
T cell HTS vesicle-bound %: recorded beside T cell HTS, whose call it bears; double positive events, %; measured here: CD8+ vesicle-bound cell fraction;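 binding gate set so that unloaded-vesicle control wells show 10% double positive cells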
An asterisk follows results filed as active; i = inactive; ? = inconclusive; / = no result given; [ ] = dose if it differs, or a comment. Cut-off read from the data, not from the text of the source, unless noted: active = inhibition above about 50%; inactive = the rest.

SMILES	M1AAP inhibition	RSV CPE inhibition	K1F lysis inhibition	P. falciparum M17LAP	TNAP activators	West Nile virus CPE	PMI inhibition	PMI inhibitors	T cell HTS	T cell HTS vesicle-bound %
Cc1nn(CC(=O)c2ccccc2Cl)c(C)c1[N+](=O)[O-]	-4%	2.5%	0.1%	-4%	1	-0.5%	1%	-1%	i	10
Cc1ccc(SCCSc2nc(N)cc(=O)[nH]2)cc1	/	-0.3%	0.3%	/	/	-0.7%	/	/	i	42
Cc1ccc(C(=O)OCC(=O)NCc2cccs2)cc1	1%	0.4%	0.2%	0%	1	0.1%	0%	2%	i	18
CCOc1ccccc1NS(=O)(=O)c1ccc(-c2cnc(C3CC3)o2)cc1	/	8.1%	0.0%	/	/	-0.6%	/	/	i	24
COc1ccc(CN2C3CCCC2CC(NC(=O)Nc2ccccc2C)C3)cc1 (stereo not drawn)	-3%	-0.2%	0.4%	-6%	1.2	-0.5%	2%	3%	i	28
COC(=O)CNC(=O)CN1C(=O)N(c2cccc(Cl)c2)C(N(O)C(=O)Nc2cccc(Cl)c2)C1(C)C (stereo not drawn)	-1%	2.9%	0.4%	11%	1.1	0.1%	1%	7%	i	51
CC#CCN1c2ccccc2[C@]23C[C@@H](C(=O)OC)N=C2NC(C(=O)OC)=C(C(=O)OC)[C@H]13	-3%	0.1%	0.7%	-2%	/	0.3%	/	/	i	18
Fc1ccc(-c2csc3nnc(SCc4cccnc4)n23)cc1	-3%	-1.5%	-1.5%	6%	1.1	-0.4%	4%	5%	i	36
CCOC(=O)N1CCC(N(CCN(C)C)C(=S)Nc2cccc(Cl)c2C)CC1	3%	0.7%	7.4%	3%	0.7	-0.9%	9%	17%	i	22
CCCCn1c(=O)[nH]c(=O)c2c1nc(-c1ccccc1OC(F)F)n2C	/	2.8%	0.8%	/	/	-0.1%	/	/	i	22
COc1ccc(CCNC(=O)c2c(O)c3cccc4c3n(c2=O)CC4)cc1OC	/	0.5%	0.1%	/	1.1	0.5%	-16%	-17%	i	46
CCOc1ccc2nc(SCc3ccc(CC(=O)O)cc3)c(C#N)cc2c1	13%	-1.6%	-1.8%	54%	1	-0.8%	/	/	i	55
COc1cc(OC)nc(NC(=O)CS(=O)(=O)c2ccccc2)n1	1%	-0.3%	-0.5%	1%	1.1	-0.3%	0%	0%	i	5
CN(C)CC(=O)c1c(N)n(Cc2ccccc2)c(=O)n(C)c1=O	-3%	-1.5%	0.3%	4%	1.1	0.5%	-2%	-8%	i	68
O=C(CCS(=O)(=O)c1ccccc1)Nc1ccccc1N1CCOCC1	4%	-0.5%	0.2%	5%	1.1	-0.6%	-4%	-6%	i	41
O=C(CN1CCOCC1)Nc1cccc(Br)c1	-5%	0.0%	2.5%	19%	1.1	0.2%	-4%	2%	i	26
CCOc1ccc(C(=O)SC2=NCCS2)cc1	2%	-1.3%	0.2%	3%	1.1	0.2%	4%	8%	i	31
O=C(CCCn1c(=O)[nH]c2cc(Cl)ccc2c1=O)NCCC1=CCCCC1	-5%	1.7%	0.4%	-6%	1	1.9%	1%	4%	i	22
CCN(CC)CCOC(=O)c1ccccc1Br	-1%	0.6%	-1.3%	-5%	1.1	-0.3%	-22%	-25%	i	22
O=C(Nc1ccc(C(=O)N2CCCC2)cc1)Nc1ccc(Cl)cc1Cl	-5%	2.8%	1.6%[50 µM]	4%	1	-0.2%	5%	5%	i	55
Cc1ccc(C)c(NS(=O)(=O)c2cc(C(=O)NCc3ccccn3)ccc2C)c1	/	0.7%	0.3%	/	/	-0.8%	/	/	i	71
CCOC(=O)C1=NN(C(=O)c2ccccc2)C(O)(c2ccc(C)cc2)C1 (stereo not drawn)	9%	2.3%	0.1%	27%	0.8	-0.1%	-3%	-2%	i	40
Cc1ccc(NC(=O)Cn2c(=O)c3cccn3c3ccccc32)c(C)c1	/	3.4%	0.5%	/	/	-0.6%	/	/	i	34
COc1ccc(NS(=O)(=O)c2ccc(C)c(C(=O)NCc3cccnc3)c2)cc1	/	2.5%	-0.1%	/	/	-0.7%	/	/	i	28
Cc1ccccc1N1CCN(S(=O)(=O)c2ccccc2)CC1	5%	8.5%	0.6%	-1%	1.1	-0.8%	3%	5%	i	48
SMILES	M1AAP inhibition	RSV CPE inhibition	K1F lysis inhibition	P. falciparum M17LAP	TNAP activators	West Nile virus CPE	PMI inhibition	PMI inhibitors	T cell HTS	T cell HTS vesicle-bound %
COc1ccc(-n2c(SCC(=O)NCCCN3CCCC3=O)nnc2C(C)N2CCCCC2)cc1 (stereo not drawn)	-12%	2.5%	0.2%	-3%	1.2	0.9%	4%	-1%	i	13
C[C@@H](C(=O)Nc1nc2ccccc2s1)N1C(=O)C2CC=CCC2C1=O (stereo partly drawn)	2%	-0.2%	0.4%	11%	1.1	0.1%	11%	4%	i	45
COc1cc(C(F)(F)F)nc(-c2ccccn2)n1	-3%	1.6%	2.0%	-4%	1.1	0.2%	5%	3%	i	54
COC(=O)c1sc(S(=O)(=O)N2CCC(C(=O)O)CC2)c(C(=O)OC)c1C	-1%	-0.5%	0.1%	-2%	1	-0.4%	6%	4%	i	44
CC(C)Nc1nc(Cl)nc(NC2CCCCC2)n1	/	17%	-0.4%	/	/	-0.5%	/	/	i	52
CNc1cnn(-c2ccc(C)cc2)c(=O)c1Sc1ccc(C)cc1	4%	1.1%	0.3%	3%	1.2	-1.4%	-7%	0%	i	4
C/C(=N\NC(=O)c1cc(C)nc2ccccc12)c1ccncc1	/	1.3%	1.2%	/	/	-0.1%	/	/	i	13
COC(=O)c1[nH]c2ccc(C)cc2c1NC(=O)CN1CCN(C(=O)c2ccccc2)CC1	2%	7.0%	0.2%	-4%	1.1	1.6%	7%	10%	i	33
COc1ccc(CNC(=O)CN2C(=O)C(C)N(c3ccc(C)cc3)C2=O)cc1 (stereo not drawn)	-1%	1.9%	0.1%	8%	1.1	/	1%	-3%	i	58
O=C(CN(Cc1ccccc1)S(=O)(=O)c1ccc(F)cc1)NCc1ccncc1	/	1.7%	0.9%	/	/	-1.3%	/	/	i	36
COc1nc(OC)nc(N2CCC(NC(=O)C(Cc3cccc(OC)c3OC)NC(C)=O)CC2)n1 (stereo not drawn)	-1%	1.7%	0.5%[50 µM]	4%	/	0.2%	/	/	i	22
O=C1Cc2ccccc2Sc2ccccc21	12%	4.0%	-0.2%	14%	1.1	0.4%	8%	9%	i	33
c1ccc(-c2noc(-c3ccccc3-c3ccccc3)n2)cc1	12%	5.6%	3.6%	-1%	1.1	0.9%	2%	2%	i	48
CCn1c(NC2CCCCC2)nc2ccccc21	1%	1.3%	3.1%	2%	1	-0.2%	13%	18%	i	44
CN(c1ccccc1)S(=O)(=O)c1ccc(NC(=O)COc2ccccc2)cc1	/	?	-1.2%[50 µM]	/	/	-0.8%	/	/	i	33
O=C(c1nn2cccnc2c1Cl)N1CCN(c2ccccc2)CC1	16%	0.6%	0.4%	10%	1.1	-0.2%	-9%	-11%	i	3
CN(CCC1CCCCO1)C(=O)CCc1nnc(Cc2c[nH]c3ccccc23)o1 (stereo not drawn)	/	1.2%	0.0%	/	/	-0.1%	/	/	i	7
O=C(CSc1ccccc1)Nc1ccc(N2CCOCC2)c(F)c1	/	4.8%	-0.2%	/	/	-0.3%	/	/	i	21
COc1ccc(F)cc1S(=O)(=O)NCCCn1ccnc1	/	-0.3%	-0.3%	/	/	-0.9%	/	/	i	55
CCCC(=O)NC(NC(=S)Nc1c(C)n(C)n(-c2ccccc2)c1=O)C(Cl)(Cl)Cl (stereo not drawn)	6%	0.2%	0.5%	6%	1.1	0.9%	4%	2%	i	49
O=C(OCC#CCSc1nnc(-c2ccccc2)o1)c1ccco1	1%	1.1%	0.0%	-7%	0.9	-0.8%	-6%	1%	i	58
Cn1c(N)c(C(=O)COC(=O)C2CC(O)CN2S(=O)(=O)c2ccc(Cl)cc2)c(=O)n(C)c1=O (stereo not drawn)	/	-0.4%	0.2%	/	/	0.3%	/	/	i	55
CC1CCN(S(=O)(=O)c2cn(CC(=O)Nc3ccc(OC(F)(F)F)cc3)cn2)CC1	/	0.8%	0.3%	/	/	0.0%	/	/	i	45
Cc1ccc(N2CC(C(=O)Nc3ccc(S(=O)(=O)N4CCCC4)cc3)CC2=O)cc1C (stereo not drawn)	/	3.3%	0.0%	/	/	-0.8%	/	/	i	51
CN(C)CCCN(C(=O)c1cccs1)c1nc(-c2ccccc2)cs1	0%	-0.4%	1.5%	0%	1.1	-0.5%	-5%	4%	i	32
SMILES	M1AAP inhibition	RSV CPE inhibition	K1F lysis inhibition	P. falciparum M17LAP	TNAP activators	West Nile virus CPE	PMI inhibition	PMI inhibitors	T cell HTS	T cell HTS vesicle-bound %
O=C(Nc1ccccc1F)N1CCc2ccccc2C1	/	2.3%	-0.1%	/	/	-0.3%	/	/	i	58
CCOC(=O)C(C(=O)OCC)C1OC(=O)c2cc3c(cc21)C(=O)OC3C(C(=O)OCC)C(=O)OCC (stereo not drawn)	-5%	-0.9%	2.3%	25%	1.1	-0.1%	-4%	-3%	i	44
COc1ccc(S(=O)(=O)N2CCOCC2)cc1NC(=O)CCc1nc2ccccc2c(=O)[nH]1	/	2.2%	0.6%[50 µM]	/	/	-0.1%	/	/	i	6
CN(C)c1ccc(NC(=O)c2cn(-c3ccccc3)nc2-c2cccs2)cc1	4%	6.7%	0.8%	-2%	1.1	0.0%	14%	17%	i	18
CC(C)(C)c1nc(NCCN2CCOCC2)c2nnn(Cc3ccccc3Cl)c2n1	9%	0.2%	-1.3%	-3%	1	-1.4%	12%	14%	i	54
[N-]=[N+]=NC[C@H](Cc1ccccc1)N1CC[C@@H](OCc2ccccc2)CCC1=O	/	-0.7%	0.1%	/	/	-0.5%	/	/	i	16
CN1C(=O)/C(=C2/C=Cc3ccccc3N2CCCS(=O)(=O)O)SC1=S	14%	-0.5%	-0.4%	45%	0.5	0.3%	1%	18%	i	2
Cc1ccc(CNC(=O)c2ccc3c(c2)S(=O)(=O)c2ccccc2C3=O)cc1	/	4.8%	0.7%	/	/	-0.4%	/	/	i	18
Nc1ccc(S(N)(=O)=O)cc1	/	0.5%	1.7%	/	/	0.3%	/	/	i	36
COCCNC(=O)Cn1c(=O)n(C)c2ccccc21	-2%	7.7%	0.0%	-6%	1	-0.1%	10%	6%	i	40
